Screening data (PubChem)
CHT block: inhibits the human high affinity choline transporter | Q9GZV3 | CHT-expressing cells, membrane potential dye, choline response; stronger effect = lower value | B-score at 10 µM | 310,000 tested, 0.86% active | AID 488975;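 active means B-score over 3 SD under the library average, and starting fluorescence ratio not unusually high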;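 further: choline stimulus applied at its EC90 after an EC20 pre-addition; B-score computed on integrated fluorescence ratio after choline addition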
Target sequence (Q9GZV3 whole entry, looked up): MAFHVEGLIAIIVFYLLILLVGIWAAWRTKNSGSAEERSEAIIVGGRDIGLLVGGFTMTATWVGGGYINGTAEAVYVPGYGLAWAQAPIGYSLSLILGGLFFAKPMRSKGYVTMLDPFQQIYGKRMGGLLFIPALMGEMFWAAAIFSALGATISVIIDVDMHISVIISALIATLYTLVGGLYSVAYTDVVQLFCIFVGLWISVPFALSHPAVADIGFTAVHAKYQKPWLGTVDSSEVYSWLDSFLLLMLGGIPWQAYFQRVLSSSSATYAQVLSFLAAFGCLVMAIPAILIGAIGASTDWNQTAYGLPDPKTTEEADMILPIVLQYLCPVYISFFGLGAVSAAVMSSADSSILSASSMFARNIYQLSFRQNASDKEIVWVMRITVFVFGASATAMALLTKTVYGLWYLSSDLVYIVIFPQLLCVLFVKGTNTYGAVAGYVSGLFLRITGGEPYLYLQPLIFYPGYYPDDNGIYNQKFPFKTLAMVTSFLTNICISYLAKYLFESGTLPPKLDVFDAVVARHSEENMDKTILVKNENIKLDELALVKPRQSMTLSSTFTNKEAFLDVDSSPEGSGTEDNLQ
Kir21 inh: inhibitors of mouse Kir2.1 inward-rectifier potassium channel | B-score at 10 µM | 310,000 tested, 0.85% active | HEK293-Kir2.1, FluxOR thallium flux fluorescence; stronger effect = lower value | AID 1672;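 active means fluorescence ratio B-score at or below minus 3 SD of library scores, with starting-brightness B-score within 2 SD, cut at about -4.2 in these data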;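 further: channel flux triggered by added potassium and thallium sulfate stimulus; B-score of peak minus minimum fluorescence over baseline after thallium stimulus; more negative B-score means stronger Kir2.1 block with less thallium influx; some compounds called inactive have numbers as strong as hits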
Target sequence (P35561 whole entry, looked up): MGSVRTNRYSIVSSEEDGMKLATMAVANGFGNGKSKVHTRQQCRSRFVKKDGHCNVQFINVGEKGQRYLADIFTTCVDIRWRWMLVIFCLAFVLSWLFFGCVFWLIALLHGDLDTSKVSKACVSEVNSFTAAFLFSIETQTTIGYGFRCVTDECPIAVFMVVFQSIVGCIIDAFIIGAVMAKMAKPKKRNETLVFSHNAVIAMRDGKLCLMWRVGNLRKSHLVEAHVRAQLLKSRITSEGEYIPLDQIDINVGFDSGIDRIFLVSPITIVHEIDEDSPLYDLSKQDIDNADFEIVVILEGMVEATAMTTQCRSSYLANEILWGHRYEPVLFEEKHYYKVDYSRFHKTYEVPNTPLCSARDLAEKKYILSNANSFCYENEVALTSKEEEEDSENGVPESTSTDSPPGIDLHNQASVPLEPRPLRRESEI
The depositor's hits bear a star; i = inactive; . = no result given.

CHT block	Kir21 inh	SMILES
i	-2.4	COC(=O)CCCCCNC(=S)Nc1ccc2[nH]c(=O)[nH]c2c1
i	-0.35	Cc1ccc(C)c(CN2C(=O)CSc3ccc(C(=O)NCCN4CCOCC4)cc32)c1
i	0.73	CC(=O)c1cccc(NC(=O)CCOc2ccccc2)c1
i	-0.07	CN1C(=O)c2cccc3c(S(=O)(=O)Nc4ccccc4F)ccc1c23
i	-0.2	CCN(CC)CCCNC(=O)c1ccc(C)c(NC(=O)C2=C(C)OCCS2)c1
i	-0.09	COc1ccc(-c2cc(C(F)F)n3ncc(C(=O)N4CCc5ccccc5C4)c3n2)cc1
i	-2.6	Cc1cccc(OCC(=O)O/N=C(\N)Cc2ccc(Cl)cc2)c1
i	-2	CC(C)(C)c1cc[n+](/C(C(=S)Nc2ccccc2F)=C(/[O-])c2ccc3c(c2)OCCO3)cc1
i	-1.9	CSc1ccccc1C(=O)C1CCCN(C(=O)c2cncs2)C1 (stereo not given)
i	-0.47	Cc1csc(NC(=O)CSc2nnc(CCNC(=O)c3ccc(Cl)c(Cl)c3)n2C)n1
i	2.6	Cc1nn(C(C)C(=O)NNC(=S)Nc2ccc(F)cc2)c(C)c1[N+](=O)[O-] (stereo not given)
.	0.17	COC(=O)c1cc(OC)c(OC)cc1NC(=O)c1cccnc1
i	0.04	O=C(Oc1ccc(/C=N/NC(=O)c2ccccn2)cc1)c1cccc(F)c1
i	1	O=C1CC(C(=O)N2CCN(Cc3ccccc3)CC2)CN1Cc1ccccc1 (stereo not given)
i	0.01	CCOc1ccccc1CN1CCN(Cc2ccon2)CC1CCO (stereo not given)
i	-0.99	COCc1[nH]nc2c1C(C1C=CCCC1)C(C#N)=C(N)O2 (stereo not given)
i	2.7	Nc1cc(=O)[nH]c(SCc2ccccc2Cl)n1
i	0.37	CS(=O)(=O)N1CCc2ccccc2C1
i	0	CCC(C)(C)n1nnnc1C(CC(C)C)N1CCC(C(N)=O)CC1 (stereo not given)
i	-0.11	FC(F)(F)c1nc(-c2ccncc2)ncc1-c1nnnn1-c1ccccc1
i	0.66	COc1ccc(NC(=O)CN(C)C(=O)c2cc(S(=O)(=O)N3CCCCCC3)ccc2OC)cc1
i	-0.04	O=C(c1ccc(-c2ccccc2)cc1)C1CCCN(C(=O)Cn2cncn2)C1 (stereo not given)
i	-0.24	O=S(=O)(NCCO)c1ccc2c(c1)Cc1cc(S(=O)(=O)NCCO)ccc1-2
i	-1.1	COc1ccc(/C=C/C(=O)c2ccccc2O)cc1CN1CCOCC1
i	-1.4	CCOC(=O)C(Cc1ccccc1)C(=O)Nc1ccc(N(CC)CC)cc1 (stereo not given)
i	0.98	Cc1ccc(NNC(=O)c2ccno2)cc1Cl
i	1.3	NC(=O)CCN1CCN(Cc2nc(C(c3ccccc3)c3ccccc3)no2)CC1
i	-1	COc1ccccc1/C=C1/C(=O)N(c2cc(C)cc(C)c2)C(c2cccc([N+](=O)[O-])c2)S1(=O)=O (stereo not given)
i	0.41	O=C(NNC(=O)C(O)(c1ccccc1)c1ccccc1)C1CC1
i	1.4	Cc1ccc(S(=O)(=O)CCC(=O)NCc2ccco2)cc1
i	0.56	O=C(NC1CCCCC1)NC1CCN(C(=S)NCc2ccco2)CC1
i	0.42	C/C(CC(=O)NCc1ccco1)=N\NC(=O)Cc1cccc2ccccc12
i	-0.01	Cc1cc(NC(=O)c2c(F)cccc2F)n(-c2nc3ccccc3[nH]2)n1
i	-1.5	COc1ccc(-c2cc(N3C(=O)Nc4ccccc4N3O)n[nH]2)c(OC)c1
i	-1.2	Cn1c(=O)[nH]c(=O)c2c1nc([N+](=O)[O-])n2Cc1ccccc1
i	-1.9	COc1cccc(CNc2ccc(F)c(Cl)c2)c1OC
i	-0.52	[N-]=[N+]=NC[C@H](Cc1ccccc1)N1CC[C@@H](O)CCC1=O
i	0.15	O=C(N/N=C/C=C/c1ccccc1)c1ccccn1
i	-5.1*	CN(CC#CCC(c1ccccc1)c1ccccc1)C(C)(C)C
i	0.88	O=C(CSc1nc(Cc2ccccc2)nc2ccccc12)c1ccc2c(c1)OCCO2
i	1.7	O=C1CCC([N+](=O)[O-])C(c2ccccc2Cl)N1 (stereo not given)
i	-0.48	O=C(CSc1ccc(-c2cccnc2)nn1)Nc1ccccc1
i	-2.9	O/C(=C\c1ccc2ccccc2n1)c1ccncc1
i	2.2	O=C(CSc1ncccn1)NC1CCS(=O)(=O)C1 (stereo not given)
i	0.6	c1ccc2c(N3CCCCCC3)nc(-c3ccncc3)nc2c1
i	-0.23	COCCNC(=O)Cn1nc(C(F)(F)F)c(Cl)c1C
i	1.4	COCc1cc(/C=N\NC(=O)COc2ccccc2)ccc1OC
i	0.14	CCC(C)(C)C1CCc2c(sc(NC(=O)c3cccs3)c2C(N)=O)C1 (stereo not given)
i	-0.73	Cc1nn(C)c(C(=O)N/N=C/c2ccccn2)c1[N+](=O)[O-]
i	-0.51	COc1ccc(CN2CCN(S(=O)(=O)c3ccc(C)cc3)CC2)cc1Br

The final four compounds of the part above lead into the next.
CHT block	Kir21 inh	SMILES
i	1.4	COCc1cc(/C=N\NC(=O)COc2ccccc2)ccc1OC
i	0.14	CCC(C)(C)C1CCc2c(sc(NC(=O)c3cccs3)c2C(N)=O)C1 (stereo not given)
i	-0.73	Cc1nn(C)c(C(=O)N/N=C/c2ccccn2)c1[N+](=O)[O-]
i	-0.51	COc1ccc(CN2CCN(S(=O)(=O)c3ccc(C)cc3)CC2)cc1Br
i	0.67	COc1ccc(-c2nnc(SCc3ccccc3F)o2)cc1OC
i	-0.01	CCOc1ccc(NC(=O)NCCN2C(C)CCCC2C)cc1 (stereo not given)
i	-0.65	CCOC(=O)C1(CCOc2ccccc2)CCN(Cc2ccc(O)c(OC)c2)CC1
i	-0.36	O=S(=O)(NCCOc1ccccc1Cl)c1ccc2oc3ccccc3c2c1
i	0.32	Cc1cc2c(cc1S(=O)(=O)Nc1c(C)cccc1C)n(C)c(=O)c(=O)n2C
i	0.92	COc1ccc(-c2nc(NC(C)=O)sc2-c2ccc(OC)cc2)cc1
i	-1.1	COc1ccc2cc(CCNC(=O)c3ccc(Br)o3)c(=O)[nH]c2c1
i	1.3	Cc1noc(C(=O)N(C)c2ccccc2)c1Cl
i	0.95	CC(NS(C)(=O)=O)C(c1cccs1)N1CCN(C)CC1 (stereo not given)
i	0.75	Cc1ccc(/C=C2\CCC(C3CCCC3)C2=O)cc1 (stereo not given)
-11*	-4.9*	O=C1Nc2cc(C(=O)NCCCN3CCCC3)ccc2S/C1=C\c1ccccc1
i	1.1	CC1CCN(CCOc2ccccc2-c2ccccc2)CC1
i	1.2	Cc1ccc(S(=O)(=O)N2CCCCC2)cc1NC(=O)CSc1nccn1C
i	-0.39	CCc1cc2c(C)cc(=O)oc2cc1Oc1ncccc1[N+](=O)[O-]
i	-0.21	c1ccc(-c2nnc3sc(CN4CCc5ccccc54)cn23)cc1
i	0.54	O=C1c2cccc3cccc(c23)N1CN1CCN(c2ccccn2)CC1
i	1.7	CC(CC(=O)O)C(=O)c1ccc(Cl)c([N+](=O)[O-])c1 (stereo not given)
i	-1.6	Cc1cccc(NC(=O)c2ccc(COc3ccc(Cl)cc3Cl)o2)n1
i	-0.44	Cc1cnc(C(=O)OCC(=O)Nc2ccc(C)c(S(=O)(=O)N3CCCCC3)c2)cn1
i	-1.5	O=C(NCc1ccccn1)c1ccc2ccccc2n1
i	0.41	COCc1cc(=O)[nH]c2cc(NC(=O)C(C)(C)CCl)c(C)cc12
i	-0.38	Cc1cc(NC(=O)c2cccnc2)ccc1Br
i	1	O=C(COC(=O)CNC(=O)c1ccccc1F)Nc1nnc(-c2ccccc2)o1
i	1.4	COc1ccc(NC(=O)C2CCCN(c3nn4c(=O)cc(C)nc4s3)C2)c(OC)c1 (stereo not given)
i	-0.73	CC(C)c1ccccc1-n1c(SCC(=O)N2CCc3ccccc3C2)nc2ccccc2c1=O
i	-1.2	Cc1cccc2cc(COC(=O)c3cccs3)c(=O)[nH]c12
i	2.8	CCC(c1n[nH]c(=S)n1-c1ccccc1)N(C)C (stereo not given)
i	0.29	CCN=c1scc(-c2ccccc2)n1/N=C/c1ccccn1
i	-0.78	COc1ccc(OCc2nn3c(Cn4cnc5ccccc54)nnc3s2)cc1
i	0.9	COCCN(CCOC)S(=O)(=O)c1ccc(C(=O)Nc2nc(C)c(C(C)=O)s2)cc1
i	0.61	O=c1c(Cc2c(F)cccc2Cl)c(O)ccn1CCc1ccccn1
i	-2.1	O=C(c1ccccc1NS(=O)(=O)c1cccs1)N1CCCC1
i	0.6	O=C1N=C(N2CCN(c3ccccc3)CC2)S/C1=C\c1cn[nH]c1-c1ccccc1
i	-0.38	CC1(c2ccccc2)CC(C)(C)n2c(O)c(C3=NC(=S)NC3=O)c3cccc1c32 (stereo not given)
i	-0.06	CCN1CCN(C(c2cccs2)C(C)NC(=O)CC(C)C)CC1 (stereo not given)
i	0.62	COc1ccc(C(=O)C[n+]2ccccc2C)cc1
i	-4.9*	OC(CNC1CCCCCC1)COc1cccc2ccccc12 (stereo not given)
i	-0.46	CCS(=O)(=O)c1ccc2oc(SCC(=O)NC34CC5CC(CC(C5)C3)C4)nc2c1
i	-0.34	CCOc1ccc(C(=O)OCC(=O)Nc2ccc(SC(F)F)cc2)cc1OCC
i	0.31	O=C(NCc1nc2ccccc2[nH]1)C1=C[C@@H](c2csc3ccccc23)C[C@@H](OCc2ccc(CO)cc2)O1
i	0.67	CN(C)C(=O)CSc1nnc(C23CC4CC(CC(C4)C2)C3)o1
i	-0.81	COc1cc(OC)c(CNC2CCCCCC2)cc1Br
i	0.44	Cc1cccc(CSCCNC(=O)c2ccc(CN3CCOCC3)cc2)c1
i	-1	O=C(Nc1nccs1)C1C2CC3OC(=O)C1C3C2 (stereo not given)
i	-0.78	COc1ccc(NC(=O)COC(=O)CCCOc2ccc(Cl)cc2Cl)cc1Cl
i	0.62	COC(=O)c1ccccc1NC(=O)CN1CCC(C(=O)c2ccc3c(c2)OCCO3)CC1
-5.4*	-0.01	O=C(Nc1cc(S(=O)(=O)N2CCCCC2)ccc1O)c1ccccc1NS(=O)(=O)c1ccc(F)cc1
i	-0.48	O=C(CCN1C(=O)c2cccc3cccc(c23)C1=O)NC1CCS(=O)(=O)C1 (stereo not given)
i	1	CCS(=O)(=O)Nc1cccc(C2=NN(S(=O)(=O)CC)C(c3cccs3)C2)c1 (stereo not given)
i	-0.1	COc1ccc(-c2cnn(-c3ccccc3)c2N)cc1OC

Next structures follow.
CHT block	Kir21 inh	SMILES
i	0.66	Cc1cc(C)c(C(=O)N2CCCC(N3CCN(c4ccc(F)cc4)CC3)C2)o1 (stereo not given)
i	0.12	Cc1ccccc1OCC(=O)OCC(=O)Nc1ccc(S(N)(=O)=O)cc1
i	0.37	CN(CCOC(=O)/C=C/c1ccccc1)C(C)(C)C
i	0.74	Cc1ccc(C(=O)Nc2ccc(S(=O)(=O)N3CCOCC3)cc2)cc1
i	-1.8	Cc1ccc2c(c1)/C(=N/OS(=O)(=O)c1ccccc1)CCS2
i	-0.96	Cc1cccc(N/N=C2/COC(C)(C)CC2=O)c1
i	-0.19	CCN(C(=O)CSc1nnc2c3ccccc3n(CC)c2n1)C1CCS(=O)(=O)C1 (stereo not given)
i	-1.9	COc1ccc(NC2=C(c3ccc(OC)cc3)C(=O)c3ccccc32)cc1
i	0.53	COc1ccc(Nc2oc(COc3cccc(C)c3)nc2C#N)cc1
i	-0.24	COc1ccc(CN(C)C(=S)Nc2ccc(Cl)cc2Cl)cc1
i	0.28	COc1cccc(CNC(=O)Cn2ccc([N+](=O)[O-])n2)c1
i	-0.01	Cc1ccc(-n2nnc3c(=O)n(CC(=O)N4CCC(C)CC4)cnc32)cc1
i	-2.2	COc1ccccc1-n1nnnc1SCC(=O)NCC1CCCO1 (stereo not given)
i	-0.08	COc1c(N2C[C@@H]3CCCN[C@@H]3C2)c(F)cc2c(=O)c(C(=O)O)cn(C3CC3)c12
.	0.05	CCCc1cc(=O)oc2c(C)c(OC3CCCCC3=O)ccc12 (stereo not given)
i	-0.44	COc1cc(-c2noc(C3CCCN(C(=O)c4c(F)cccc4F)C3)n2)cc(OC)c1OC (stereo not given)
i	1.4	COc1cccc(-c2csc(N3CCN(C(=S)Nc4ccccc4C)CC3)n2)c1
i	-1.4	CC1CCc2nn(CC(=O)NCCCN3CCCC3=O)cc2C1 (stereo not given)
i	.	Cc1csc(NC(=O)CSc2nnc(Cc3cccn3C)n2CCc2ccccc2)n1
i	3.2	Cc1cccc(NCN2C(=O)c3ccccc3C2=O)c1
i	-0.6	Cc1ccc(C(=O)Nc2ccc(OCc3ccccc3)cc2)cc1[N+](=O)[O-]
i	-0.66	CCCn1c(SCC(=O)N2CCCC(C)C2)nnc1-c1cccnc1 (stereo not given)

Among those listed so far, these contain a nitro group on carbon.
CHT block	Kir21 inh	SMILES
i	2.6	Cc1nn(C(C)C(=O)NNC(=S)Nc2ccc(F)cc2)c(C)c1[N+](=O)[O-] (stereo not given)
i	-1	COc1ccccc1/C=C1/C(=O)N(c2cc(C)cc(C)c2)C(c2cccc([N+](=O)[O-])c2)S1(=O)=O (stereo not given)
i	-1.2	Cn1c(=O)[nH]c(=O)c2c1nc([N+](=O)[O-])n2Cc1ccccc1
i	1.7	O=C1CCC([N+](=O)[O-])C(c2ccccc2Cl)N1 (stereo not given)
i	-0.73	Cc1nn(C)c(C(=O)N/N=C/c2ccccn2)c1[N+](=O)[O-]
i	-0.39	CCc1cc2c(C)cc(=O)oc2cc1Oc1ncccc1[N+](=O)[O-]
i	1.7	CC(CC(=O)O)C(=O)c1ccc(Cl)c([N+](=O)[O-])c1 (stereo not given)
i	0.28	COc1cccc(CNC(=O)Cn2ccc([N+](=O)[O-])n2)c1
i	-0.6	Cc1ccc(C(=O)Nc2ccc(OCc3ccccc3)cc2)cc1[N+](=O)[O-]

No enrichment for hits (roughly 1.6% active in at least one column).
